CHRM4 agonist: human M4 muscarinic receptor agonists, primary screen, CHO-K1 cells, Fluo-8 calcium fluorescence; AID 624127, 2012; activation, % at 3 µM; Muscarinic acetylcholine receptor M4 (Homo sapiens), P08173; CHO-K1 hM4/Gqi5; vehicle 0%, full acetylcholine response 100%; actives 0.14% (n = 360,000);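 active = activation above the run mean over all test wells plus 3 SD, cut at about 32% in these data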;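 note: peak over basal fluorescence ratio per well then scaled between controls; 0% = DMSO wells and 100% = acetylcholine at EC100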
Target sequence (P08173 whole entry, looked up): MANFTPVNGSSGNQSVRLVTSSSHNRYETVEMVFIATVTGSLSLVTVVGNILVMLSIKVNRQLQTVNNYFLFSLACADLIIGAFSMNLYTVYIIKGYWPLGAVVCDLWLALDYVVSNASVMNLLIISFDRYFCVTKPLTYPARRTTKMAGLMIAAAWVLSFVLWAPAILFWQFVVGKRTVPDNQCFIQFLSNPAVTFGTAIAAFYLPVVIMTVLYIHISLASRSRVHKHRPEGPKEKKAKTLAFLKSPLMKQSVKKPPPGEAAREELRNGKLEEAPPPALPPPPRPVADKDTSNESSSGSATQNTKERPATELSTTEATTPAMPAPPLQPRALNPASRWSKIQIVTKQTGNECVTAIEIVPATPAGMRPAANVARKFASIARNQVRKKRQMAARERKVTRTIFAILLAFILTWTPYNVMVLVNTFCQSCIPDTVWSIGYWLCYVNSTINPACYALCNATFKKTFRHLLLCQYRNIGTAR
CHRM1 antagonist: human M1 muscarinic receptor antagonists, primary screen, CHO-K1 cells, Fluo-8 calcium fluorescence, 1536-well | inhibition, % at 3 µM | actives 1.3% (n = 360,000) | Muscarinic acetylcholine receptor M1 (Homo sapiens), P11229 | CHO-K1 hM1, ACh EC80 antagonist;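 active = percent inhibition above its own plate's cutoff, namely the mean of that plate's compound wells plus 3 SD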;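 note: peak over basal fluorescence ratio during 140 s after agonist addition; 0% = ACh EC80 plus DMSO and 100% = DMSO alone without agonist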
TAAR1 ag: human TAAR1 agonists, primary screen, Fluo-8 calcium fluorescence, CHO RD-HGA16 cells | activation, % at 3 µM | actives 0.99% (n = 360,000) | AID 624467, 2012 | Trace amine-associated receptor 1 (Homo sapiens), Q96RJ0 | vehicle wells 0%, saturating PEA agonist 100%;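 active = activation above the mean activation of all test compounds in the run plus 3 SD, cut at about 38% in these data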
Target sequence (Q96RJ0 whole entry, looked up): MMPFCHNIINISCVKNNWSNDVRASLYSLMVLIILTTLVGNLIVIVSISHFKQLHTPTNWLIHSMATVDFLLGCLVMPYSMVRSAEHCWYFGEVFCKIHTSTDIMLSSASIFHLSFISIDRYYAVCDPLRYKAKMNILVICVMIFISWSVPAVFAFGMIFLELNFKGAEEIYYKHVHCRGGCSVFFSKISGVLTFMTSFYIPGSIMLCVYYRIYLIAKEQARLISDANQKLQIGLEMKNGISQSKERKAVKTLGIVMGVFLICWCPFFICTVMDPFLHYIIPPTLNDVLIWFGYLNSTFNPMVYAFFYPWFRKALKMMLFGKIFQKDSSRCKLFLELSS
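Signal – calcium-sensitive Fluo-8 signal, excitation 470-495, emission 515-575 nm · System – RD-HGA16 (CHO) cells co-expressing Gα16 and hTAAR1 · Incubation – 17-24 h seeding, 75 min 37 °C dye, 30 min RT · Compound dosing – 3 µM single concentration · Repeats – no replicates (n 1)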
CHRM1 PAM: human M1 muscarinic receptor positive allosteric modulators, primary screen, CHO-K1 cells, Fluo-8 calcium fluorescence, 1536-well; CHO-K1 hM1, ACh EC20; 0% = ACh EC20, 100% = maximal ACh; actives 0.088% (n = 360,000); Muscarinic acetylcholine receptor M1 (Homo sapiens), P11229; activation, % at 3 µM; in the data active = activation above about 19%, passing the limit was not always enough
M1 ag: human M1 muscarinic receptor agonists, primary screen, Fluo-8 calcium fluorescence, CHO-K1 cells, HTS. Muscarinic acetylcholine receptor M1 (Homo sapiens), P11229. CHO-K1 hM1, agonist mode; 0% DMSO, 100% acetylcholine EC100. activation, % at 3 µM. actives 0.33% (n = 360,000);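 active = activation above the run's mean compound activation plus 3 SD, cut at about 16% in these data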;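 note: peak over basal fluorescence ratio within a 140 s kinetic read after compound addition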
M4 antag: human M4 muscarinic receptor antagonists, primary screen, CHO cells, Fluo-8 calcium fluorescence | actives 0.73% (n = 360,000) | CHO-hM4 cells, ACh EC80 | inhibition, % at 3 µM | Muscarinic acetylcholine receptor M4 (Homo sapiens), P08173;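 active = inhibition above its plate's cutoff, the mean inhibition of sample wells plus 3 SD, cut at about 27% in these data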;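 note: 0% = acetylcholine EC80 with DMSO and 100% = DMSO without agonist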
M5 PAM: human M5 muscarinic receptor positive allosteric modulators, primary screen, CHO-K1 cells, Fluo-8 calcium fluorescence; Muscarinic acetylcholine receptor M5 (Homo sapiens), P08912; CHO-K1 hM5, ACh EC20 PAM; 0% = ACh EC20, 100% = ACh EC100; activation, % at 3 µM; actives 0.3% (n = 360,000);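 active = activation above the run cutoff, the mean activation of all test compounds plus 3 SD, cut at about 18% in these data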
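System: CHO-K1 cell line with stable human muscarinic M5 receptor expression | Also added: EC20 acetylcholine as agonist stimulus | Compound: One concentration, 3 µM final (nominal) | Timing: Fluo-8 loading 80 min at 37 °C plus 30 min room temperature | Measured by: Fluo-8 calcium dye fluorescence, kinetic read | Read-out basis: % activation, ACh-normalized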
M5 antag: human M5 muscarinic receptor antagonists, primary screen, CHO cells, Fluo-8 calcium fluorescence; actives 0.59% (n = 360,000); inhibition, % at 3 µM; Muscarinic acetylcholine receptor M5 (Homo sapiens), P08912; AID 624040, 2012; CHO-hM5 cells, ACh EC80;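 active = inhibition above a per-plate cutoff, the mean of that plate's test compounds plus 3 SD, cut at about 27% in these data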;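 note: 0% = acetylcholine EC80 with DMSO and 100% = DMSO without agonist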
CHRM5 agonist: human M5 muscarinic receptor agonists, primary screen, CHO-K1 cells, Fluo-8 calcium fluorescence; Muscarinic acetylcholine receptor M5 (Homo sapiens), P08912; CHO-K1 hM5 cells; 0% DMSO wells, 100% maximal acetylcholine response; activation, % at 3 µM; actives 0.19% (n = 360,000); AID 624037, 2012;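 active = activation above the run's mean over test compounds plus 3 SD, cut at about 23% in these data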;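 note: signal is peak over basal fluorescence ratio across the kinetic read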
Active calls of the source: *; / = not tested or not shown. A portion of the library; the hit share may differ from the screen's.

entry	mol	CHRM4 agonist	CHRM1 antagonist	TAAR1 ag	CHRM1 PAM	M1 ag
1	CCOC(=O)C1=C(SCC(=O)Nc2ccccc2)NC(=O)C(C#N)C12CCCCC2 (centres undefined)	2	3	23	0	-3
2	Cc1ccc(C2(C)NC(=O)N(CC(=O)NCCC3=CCCCC3)C2=O)cc1 (centres undefined)	3	-15	17	-2	2
3	O=C(Nc1ccc2c(c1)OCO2)C1Cc2c(-c3cccnc3)ccnc2O1 (centres undefined)	2	8	0	-2	-1
4	COC(=O)CP(=O)(c1ccccc1)c1ccccc1	0	-8	-3	4	-2
5	O=C(Nc1ccccc1N1CCOCC1)C1(c2ccc(Cl)cc2)CCC1	0	17	41*	-6	2
6	CCOCCn1c(CN2CCN(c3ccc(OC)cc3)CC2)nc2c1c(=O)n(C)c(=O)n2C	2	-11	7	5	-4
7	Cc1cc(SCc2ccccc2)nc(=O)[nH]1	1	2	3	2	-1
8	Cc1ccc(N2C(=O)c3ccccc3C2Nc2ccccc2)nc1 (centres undefined)	0	-18	0	11	-9
9	O=C(CN1C(=O)NC2(CCCCC2)C1=O)N1CCN(S(=O)(=O)c2ccc(Cl)s2)CC1	0	-1	-1	2	-8
10	CCN(C(=S)NC(=O)C1CC1)c1ccccc1	1	-14	1	17	-2
11	CCCNC(=O)/C(C#N)=C1\N=C(NC(=O)c2cccs2)c2ccccc21	1	-6	1	5	-2
12	CCOC(=O)N1CCN(C(=O)COC(=O)c2cc(Cl)cc(Cl)c2)CC1	3	-14	0	8	-1
13	CCCCCCNC(=O)c1cccc(-c2ccc(C)c3ccccc23)n1	-1	-3	-2	6	-5
14	CC(Oc1cccnc1[N+](=O)[O-])C(=O)N1CCc2ccccc21 (centres undefined)	1	-11	4	9	-6
15	CCOC(=O)c1cccc(NC(=O)CSc2nnc(-c3ccoc3C)n2CCOC)c1	0	-30	4	5	-3

entry	M4 antag	M5 PAM	M5 antag	CHRM5 agonist
1	-1	-7	0	1
2	-13	-6	5	3
3	-1	-7	6	0
4	7	1	2	-2
5	6	0	3	4
6	-1	-3	6	2
7	0	-4	-7	-6
8	15	0	5	-3
9	-5	-8	3	-1
10	-10	-1	8	-1
11	-6	1	3	-2
12	-13	-1	1	-4
13	5	3	-3	3
14	-7	-4	10	1
15	1	-2	5	-3

From entry 7 as far as 8, copied from above:
entry	mol	CHRM4 agonist	CHRM1 antagonist	TAAR1 ag	CHRM1 PAM	M1 ag
7	Cc1cc(SCc2ccccc2)nc(=O)[nH]1	1	2	3	2	-1
8	Cc1ccc(N2C(=O)c3ccccc3C2Nc2ccccc2)nc1 (centres undefined)	0	-18	0	11	-9

entry	M4 antag	M5 PAM	M5 antag	CHRM5 agonist
7	0	-4	-7	-6
8	15	0	5	-3

Continued.
entry	mol	CHRM4 agonist	CHRM1 antagonist	TAAR1 ag	CHRM1 PAM	M1 ag
16	COc1ccc(C(O)c2ncc(-c3ccccc3C)[nH]2)cc1 (centres undefined)	2	-12	4	6	1
17	O=C(Cc1coc(-c2ccc(F)cc2)n1)NCc1ccccc1	1	-14	1	10	-3
18	Cc1ccccc1OCC(=O)NC(=S)Nc1ccccc1N1CCN(S(C)(=O)=O)CC1	7	4	5	2	-1
19	CC(C)(C)OC(=O)C1=CC[C@@H](c2ccc(Cl)c(Cl)c2)N(S(=O)(=O)c2ccc(F)cc2)[C@H]1c1cccc(F)c1	0	2	2	1	-3
20	O=C(Nc1cc(F)cc(F)c1)c1ccc(NCCCN2CCCCCC2)c([N+](=O)[O-])c1	1	15	-2	-9	-8
21	O=C(c1ccc2c(=O)n3c(nc2c1)CCCCC3)N1CCN(Cc2ccccc2)CC1	2	-10	10	8	-8
22	Cc1nnc(NC(=O)CSc2nnc(-c3ccccc3)n2C)s1	0	-13	0	7	-8
23	Cc1ccc(=O)n(C(C(=O)NCc2ccco2)C(=O)c2ccc(F)cc2)c1 (centres undefined)	1	4	14	-4	-3
24	O=C(Nc1ccccc1C(=O)NCCc1ccccc1)c1cnccn1	4	-11	2	2	-6
25	O=C(Nc1nc2ccccc2s1)c1c(F)cccc1Cl	1	-10	12	6	-4
26	CC1=NNC(=O)/C1=C\c1cn(-c2ccccc2)nc1-c1ccccc1	12	33*	31	-8	1
27	CCOC(=O)c1ccc(NC2Nc3cc(C)nn3S2)cc1 (centres undefined)	1	-9	-1	13	-3
28	COc1ccc(OC)c(C2C3=C(CCCC3=O)NC3=C2C(=O)CCC3)c1	0	-21	7	7	0
29	CC(C)CC(=O)NC(=S)NNC(=O)c1ccc([N+](=O)[O-])cc1	0	-2	14	3	-2
30	CCC(C)Nc1nc2c(c(=O)n(C)c(=O)n2C)n1C (centres undefined)	0	2	0	5	-1

entry	M4 antag	M5 PAM	M5 antag	CHRM5 agonist
16	-29	-7	-2	0
17	1	-2	3	-1
18	1	-13	9	-2
19	-16	1	-4	2
20	-9	8	-1	-14
21	-1	0	-1	-3
22	-10	0	-16	-2
23	4	-6	5	-3
24	-1	0	-7	-2
25	-4	10	2	-3
26	39*	6	32*	28*
27	-13	-5	9	-5
28	6	6	-2	-2
29	3	-7	-5	0
30	9	-1	11	0

Single records (already shown). Screens in order: CHRM4 agonist	CHRM1 antagonist	TAAR1 ag	CHRM1 PAM	M1 ag	M4 antag	M5 PAM	M5 antag	CHRM5 agonist
Entry for `O=C(Nc1ccccc1C(=O)NCCc1ccccc1)c1cnccn1` → 4	-11	2	2	-6	-1	0	-7	-2
Entry for `CC(C)(C)OC(=O)C1=CC[C@@H](c2ccc(Cl)c(Cl)c2)N(S(=O)(=O)c2ccc(F)cc2)[C@H]1c1cccc(F)c1` → 0	2	2	1	-3	-16	1	-4	2
Entry for `O=C(Nc1ccc2c(c1)OCO2)C1Cc2c(-c3cccnc3)ccnc2O1` (centres undefined) → 2	8	0	-2	-1	-1	-7	6	0
Entry for `Cc1cc(SCc2ccccc2)nc(=O)[nH]1` → 1	2	3	2	-1	0	-4	-7	-6

The list goes on:
entry	mol	CHRM4 agonist	CHRM1 antagonist	TAAR1 ag	CHRM1 PAM	M1 ag
31	O=C(Nc1ccc(S(=O)(=O)N2CCOCC2)cc1)c1ccc2ncsc2c1	4	7	2	-3	-4
32	CCN1CCc2c(sc(NC(=O)Cc3ccccc3)c2C(=O)OC)C1	1	-3	6	5	-9
33	O=C(O)C1CSC(c2ccccc2Cl)N1C(=O)c1ccc(Cl)cc1 (centres undefined)	1	-11	4	9	0
34	Cc1cc(Br)ccc1NC(=O)CN(C)C(=O)COc1cccc2c1OC(C)(C)C2	2	8	1	6	-3
35	O=C(Nc1cccc(Cl)c1)NC1CCN(C2CCCCC2)C1 (centres undefined)	3	-6	4	-1	-8
36	COc1ccc(Cl)cc1NC(=O)c1cc(-c2ccc(C)cc2O)n[nH]1	0	-17	-3	2	-2
37	CCSc1ccccc1C(=O)N1CCN(c2ccccc2F)CC1	0	0	13	4	-7
38	O=C(NC12CC3CC(CC(C3)C1)C2)N1CCC(O)CC1	1	-19	3	6	-3
39	N#Cc1ccc(S(=O)(=O)N2CCC(N3CCCCC3)CC2)cc1	0	-18	-3	18	-11
40	COc1ccc(C(=O)C2CCCN(Cc3cccn3-c3ccc(Cl)cn3)C2)c(OC)c1 (centres undefined)	17	15	15	-22	-3
41	Cc1nn(C)cc1CNC(=O)c1ccc(F)cc1	1	-19	0	5	-6
42	N#C/C(=C\c1ccc2c(c1)OCCO2)C(=O)NC1CCCCC1	1	-6	2	3	-1
43	Cc1ccc(S(=O)(=O)N2CCN(c3ccccc3)CC2)cc1	1	-16	8	16	1
44	CC(C)(C)NC(=O)Cc1ccc(Cl)c(Cl)c1	0	-6	4	9	-8
45	CCCCNC(=O)CC1C(=O)N(Cc2ccccc2)C(C)c2nc3ccccc3n21 (centres undefined)	6	2	6	-1	-5

entry	M4 antag	M5 PAM	M5 antag	CHRM5 agonist
31	12	-10	11	1
32	1	-4	3	3
33	-14	0	-6	1
34	-7	-3	6	0
35	20	4	14	-11
36	-2	-34	-6	-1
37	8	2	-9	-3
38	8	-2	0	-2
39	1	3	0	-3
40	2	-18	10	4
41	-21	6	-8	-4
42	-12	-3	6	0
43	-2	0	10	2
44	1	0	-1	-4
45	-10	-2	-2	2

Going on with the list:
entry	mol	CHRM4 agonist	CHRM1 antagonist	TAAR1 ag	CHRM1 PAM	M1 ag
46	COc1ccc2oc(C(=O)N(C)Cc3ccc(OC(F)F)cc3)c(C)c2c1	1	-6	9	11	0
47	CCN(CC)C(=O)C1CCN(Cc2cccc(OCc3ccccc3)c2)CC1	-1	3	-2	-4	-4
48	COc1ccc(OC)c(N(CC(=O)N2CCOCC2)S(C)(=O)=O)c1	1	-7	2	10	3
49	CC1CCN(C(=O)CSc2nc3ccccc3[nH]2)CC1	0	-2	6	5	-4
50	CCOc1cc(C2Nc3ccccc3C(=O)N2c2ccccc2)ccc1O (centres undefined)	3	-9	8	10	-3
51	CCn1c(SCC(=O)Nc2cccc(NC(=O)c3cccs3)c2)nnc1-c1ccncc1	2	-11	/	2	-4
52	COc1ccc(OC)c(-c2cc(C(=O)O)c3cc4ccccc4cc3n2)c1	1	-1	1	-5	-3
53	COc1ccccc1N1CCN(C(=O)Cc2c(C(=O)O)[nH]c3ccc(Cl)cc23)CC1	1	-4	4	5	-15
54	COC(=O)c1cc(S(=O)(=O)N2c3ccccc3CC2C)c[nH]1 (centres undefined)	2	6	-1	0	0
55	CCOC(=O)C1CCCN(c2c(NCCCN(CC)c3cccc(C)c3)c(=O)c2=O)C1 (centres undefined)	1	-1	7	-5	-6

entry	M4 antag	M5 PAM	M5 antag	CHRM5 agonist
46	-3	2	2	-5
47	4	-3	-6	-7
48	1	5	6	3
49	-13	-1	4	0
50	-3	3	4	-2
51	-4	5	-9	-2
52	3	-2	1	0
53	-16	-3	-4	-8
54	-6	-4	-1	-2
55	4	-3	0	-5
